Assay outcomes from PubChem.
CXXC DNA block: blocks binding of human MLL CXXC domain to DNA; 290,000 compounds, 0.037% hits; AID 2662; MLL-CXXC / FITC-HOXA9 DNA fluorescence polarization; Q03164; Potency, µM (series often up to 115 µM), inactives show top-dose activity change, negative = inhibition, most hits filed as inhibitors; active = well fitted inhibition curve with a large enough effect in the polarisation, with a control signal flat, not every such curve was filed as active; inconclusive = small, poorly fitted or top-dose-only effect, or effect the other way, or a change in a side signal; inactive = no such curve, though single readings can be large or run the other way; the % refers to the polarisation; also: potency is read from the fitted curve at half-maximal effect
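Steps: dispense CXXC domain solution (7 uM) → pin compounds or unlabeled HOX-A9 DNA control → 5 min ambient → add FLSN-HOX-A9 solution (50 nM) → spin → 30 min ambient → fluorescence polarization. Tris pH 7.5/NaCl/DTT/BSA buffer.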
PKM2 act: increases activity of human pyruvate kinase M2 | 260,000 compounds, 0.34% hits | Potency, µM (top dose mostly 57.5 µM), inactives show top-dose activation, usual class: activators | purified PKM2, Kinase-Glo ATP luminescence, activation; response scale: 0% is enzyme alone, no compound; also: potency is read from the fitted curve at half-maximal effect; % is scaled to controls: 0 for no effect and ±100 for the full control effect; nearly all actives have a fitted effect of over 55% in size
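Purified hPK-M2 (>95% pure) converted ADP (0.1 mM final) to ATP with 0.5 mM PEP in 50 mM imidazole pH7.2, KCl, MgCl2, Tween 20, BSA; 1 h at room temperature. ATP detected by Kinase-Glo luminescence.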
USP2a inh: USP2a (human) protease inhibition; USP2 core, Ub-CHOP2 coupled fluorogenic reporter, 485/531; Potency, µM (top dose mostly 38.3 µM), inactives show top-dose activity change, negative = inhibition, usual class: inhibitors; 330,000 compounds, 0.01% hits;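 also: potency is read from the fitted curve at half-maximal effect; plate controls were DMSO wells for no effect and full inhibition by NEM control for full effect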
Target sequence (O75604 whole entry, looked up): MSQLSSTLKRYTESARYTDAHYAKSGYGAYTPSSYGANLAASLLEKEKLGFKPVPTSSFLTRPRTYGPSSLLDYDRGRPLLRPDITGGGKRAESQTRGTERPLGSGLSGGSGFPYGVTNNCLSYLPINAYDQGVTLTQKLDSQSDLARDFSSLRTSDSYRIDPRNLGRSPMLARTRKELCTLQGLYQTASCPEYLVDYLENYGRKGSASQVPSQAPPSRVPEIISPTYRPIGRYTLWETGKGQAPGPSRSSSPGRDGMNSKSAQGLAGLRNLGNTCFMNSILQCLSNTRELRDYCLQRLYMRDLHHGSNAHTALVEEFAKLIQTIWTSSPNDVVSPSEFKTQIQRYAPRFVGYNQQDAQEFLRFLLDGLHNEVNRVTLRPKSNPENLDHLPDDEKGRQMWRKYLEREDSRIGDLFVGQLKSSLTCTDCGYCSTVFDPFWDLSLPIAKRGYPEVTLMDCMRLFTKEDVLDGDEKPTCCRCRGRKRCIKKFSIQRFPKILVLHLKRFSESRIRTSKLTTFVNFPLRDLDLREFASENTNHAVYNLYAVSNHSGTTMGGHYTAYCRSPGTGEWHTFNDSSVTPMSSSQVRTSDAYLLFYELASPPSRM
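Cell-free coupled assay: 10nM USP2 core preincubated 30min RT with compound in Tris-HCl pH 8.0/CaCl2/CHAPS buffer, then 25nM Ub-CHOP2 and 25nM reporter substrate; fluorescence (Ex 485/Em 531) read after 60min RT, normalized to NEM inhibition, concentration-response curves fitted.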
KCNH2 3.1 inh: KCNH2 3.1 (human) potassium channel inhibition; U2OS KCNH2 3.1, thallium flux FluxOr; stronger effect = lower value; activity change, % (tested at about 1.8 µM); 340,000 compounds, 0.95% hits; AID 720553;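 active = maximum activity change below -70%; inconclusive = maximum activity change from -70% to -50%; inactive = maximum activity change above -50%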;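 also: thallium influx rate constant from kinetic fluorescence after stimulation buffer; % is scaled to controls: 0 for no effect and ±100 for the full control effect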
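Normalized rate constant (relative to positive and negative DMSO controls) derived from a 2 min kinetic fluorescence read after stimulation; U2OS cells expressing the 3.1 isoform via virus at 1.77 x 10^8 /mL.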
Giardia kill: Giardia lamblia killing | activity change, % at 7.66 µM, hits read low | 340,000 compounds, 0.15% hits | AID 540267 | Giardia lamblia trophozoite viability; in the data active = activity change below about -80%; inconclusive = between about -30% and that limit;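 also: parasites exposed to compound for two days anaerobically before the ATP read; % is scaled to controls: 0 for no effect and ±100 for the full control effect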
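Each well holds 100 Giardia trophozoites and compound. After two days (48 hrs) at 37 deg C in anaerobic conditions, ATP is quantified by luminescence.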
B2AR arrestin: recruits beta-arrestin to the human beta2-adrenergic receptor; P07550; beta-arrestin recruitment to beta2AR, cell-based reporter; Potency, µM (series often up to 46.1 µM), inactives show top-dose activation, most hits filed as activators; 330,000 compounds, 0.02% hits; AID 492947;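 also: potency is read from the fitted curve at half-maximal effect; 0% = DMSO controls and full agonism = EC100 isoproterenol or metaproterenol; nearly all actives have a fitted effect of over 65% in size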
Target sequence (P07550 whole entry, looked up): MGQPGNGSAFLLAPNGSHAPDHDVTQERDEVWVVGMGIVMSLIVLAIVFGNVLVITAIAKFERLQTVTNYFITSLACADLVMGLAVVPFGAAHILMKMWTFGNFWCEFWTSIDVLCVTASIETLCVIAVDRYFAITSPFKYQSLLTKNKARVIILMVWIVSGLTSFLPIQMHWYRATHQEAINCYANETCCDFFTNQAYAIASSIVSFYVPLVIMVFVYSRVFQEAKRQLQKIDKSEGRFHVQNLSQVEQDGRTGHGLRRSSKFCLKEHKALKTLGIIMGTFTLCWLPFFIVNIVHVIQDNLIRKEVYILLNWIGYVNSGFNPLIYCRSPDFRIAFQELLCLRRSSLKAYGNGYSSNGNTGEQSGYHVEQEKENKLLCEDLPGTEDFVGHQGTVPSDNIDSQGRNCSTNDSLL
hERG WT inh: inhibitors of human wildtype KCNH2 potassium channel; 340,000 compounds, 0.37% hits; Q12809; U2OS, BacMam KCNH2, thallium flux FluxOr; stronger effect = lower value; AID 720551; activity change, % at 1.84 µM;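 active = maximum activity change below -70%; inconclusive = maximum activity change between -70% and -50%; inactive = maximum activity change above -50%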; also: % is scaled to controls: 0 for no effect and ±100 for the full control effect
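U2OS cells were transduced with wild-type KCNH2 virus (2.03 x 10^8 / mL) for 4 h at room temperature, then cultured overnight at 37 C. Thallium flux was read with FluxOr dye. Rate constants were normalized to DMSO controls.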
GALK inhibitor: blocks human galactokinase activity; 270,000 compounds, 0.007% hits; Purified GALK, Kinase-Glo residual ATP luminescence; P51570; Potency, µM (titrated, usually from 57.5 µM), for inactives: at the highest dose activity change, negative = inhibition, hits mostly inhibitors; AID 1868; also: potency is read from the fitted curve at half-maximal effect; % is scaled to controls: 0 for no effect and ±100 for the full control effect
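Quantitative HTS: GALK 5 nM, ATP 35 uM, galactose 100 uM, 1 h room temperature, then luciferase-based ATP detection.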
TRPV1 ag: activates the human vanilloid receptor TRPV1; TRPV1-expressing cells, Fluo-8 calcium influx, agonist mode; activation, % at 8.33 µM; 320,000 compounds, 0.19% hits; AID 540275; in the data active = activation above about 80%; inconclusive = between about 30% and that limit; also: 0% is about no effect
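TRPV1-expressing cells were cultured overnight at 35.5C and loaded with Fluo-8 calcium dye for 40 to 90 min at room temperature. After a 10 s baseline, compound was added and calcium influx was read kinetically for 3 min (ex 480/em 520 nm).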
Menin MLL FP TR: inhibitors of human menin-MLL interaction, mutant MLL peptide; O00255; Menin + Texas Red MLL mutant peptide, fluorescence polarization; Potency, µM (top dose mostly 61.6 µM), without a hit: at the top dose FP activity change, negative = inhibition, usual class: inhibitors; 270,000 compounds, 0.23% hits; AID 1768; active = well fitted inhibition curve with a large enough effect in the polarisation, with a control signal flat, not every such curve was filed as active; inconclusive = small, poorly fitted or top-dose-only effect, or effect the other way, or a change in a side signal; inactive = no such curve, though single readings can be large or run the other way; the % refers to the polarisation; also: potency is read from the fitted curve at half-maximal effect; % of control where 0% means no effect; many of its hits are not listed in these tables
Coupling enz: counter-screen for Giardia aldolase inhibitors: coupling enzyme system. AID 2472. 290,000 compounds, 0.67% hits. coupling enzyme system counterscreen, AmpLite Red fluorescence. activity change, negative = inhibition, % at 58.2 µM, hits read low; in the data active = activity change below about -30%; also: % is scaled to controls: 0 for no effect and ±100 for the full control effect
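Counterscreen lacking aldolase: glyceraldehyde-3-phosphate coupling-enzyme reagent preincubated 10 min at RT with compound (at 57.5 uM final), then substrate/coupling system with AmpLite Red added; fluorescence read at 525/598 nm after 20 min RT.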
Starred values were filed as active, the others as inactive; i = inactive; ? = inconclusive; nt = not tested or not shown; [ ] = remark or other dose. Unless noted, calls follow the shape of the dose curve; as a rule, active = well fitted curve in the direction sought with a large enough effect; inconclusive = small, poorly fitted or top-dose-only effect, or another doubt; inactive = no such curve, though single readings can be large; an effect the other way counts as inactive or inconclusive. Only part of the results is shown; the hit share may differ from the screen's.

A first look, two compounds:
SMILES	CXXC DNA block	PKM2 act	USP2a inh	KCNH2 3.1 inh	Giardia kill	B2AR arrestin	hERG WT inh	GALK inhibitor	TRPV1 ag	Menin MLL FP TR	Coupling enz
CCOc1cccc(-c2nnc(SCC(=O)Nc3cc(OC)cc(OC)c3)n2N)c1	0%	1%	3%	-7	-1	0.2%	-9	4%	5	15%	3
Cc1c(N2C(=O)CSC2c2ccc([N+](=O)[O-])cc2)c(=O)n(-c2ccccc2)n1C (stereo not given)	-7%	-3%	-3%	8	6	-1.0%	-2	0%	0	nt	5

The list itself (from the top)
SMILES	CXXC DNA block	PKM2 act	USP2a inh	KCNH2 3.1 inh	Giardia kill	B2AR arrestin	hERG WT inh	GALK inhibitor	TRPV1 ag	Menin MLL FP TR	Coupling enz
CCOc1cccc(-c2nnc(SCC(=O)Nc3cc(OC)cc(OC)c3)n2N)c1	0%	1%	3%	-7	-1	0.2%	-9	4%	5	15%	3
Cc1c(N2C(=O)CSC2c2ccc([N+](=O)[O-])cc2)c(=O)n(-c2ccccc2)n1C (stereo not given)	-7%	-3%	-3%	8	6	-1.0%	-2	0%	0	nt	5
CC(C)CC(NC(N)=O)C(=O)OCC(=O)N(Cc1ccccc1)Cc1ccccc1 (stereo not given)	-8%	-2%	4%	-19	-19	-0.3%	-14	8%	2	-8%	-1
NC(=O)CC[C@@H]1NC(=O)[C@@H]2CCCN2C(=O)c2cc([N+](=O)[O-])cc(F)c2NCCC[C@@H](C(N)=O)NC1=O	6%	-6%	4%	-4	-6	-2.4%	11	nt	0	3%	1
Cc1nn(Cc2ccc(F)cc2)c(C)c1NC(=O)c1cc2ncc(Br)cn2n1	8%	1%	1%	-5	4	-0.5%	-5	11%	6	4%	3
CSCCCNC(=S)N1CCc2ccccc2C1	29%	-6%	0%	-7	-13	-0.1%	15	2%	?	2%	1
O=C(O)CC(=O)Nc1ccc(Oc2ccc(C(F)(F)F)cn2)c(Cl)c1	0%	-2%	6%	-2	7	0.1%	4	0%	3	2%	6
Cn1nnc2ccccc2c1=O	-2%	3%	0%	4	14	0.1%	i	8%	-3	-2%	1
CCCC(c1nnnn1C(C)(C)CC)N1CCN(C(=O)c2ccco2)CC1 (stereo not given)	-8%	1%	2%	0	-5	-0.4%	1	10%	-1	-15%	2
Cc1ccc(S(=O)(=O)N(C)CC(=O)NNC(=O)CCS(=O)(=O)c2ccccc2)cc1	nt	nt	2%	10	1	-0.2%	3	nt	nt	nt	nt
O=C(CSc1ncn[nH]1)Nc1cccc(S(=O)(=O)N2CCCCCC2)c1	-5%	8%	0%	10	-5	-1.2%	23	0%	-4	-5%	6
COc1ccccc1C(C[N+](=O)[O-])c1c[nH]c2ccccc12 (stereo not given)	0%	-2%	-3%	-10	-18	0.0%	-4	-2%	4	nt	-3
CC(=O)c1cccc(NC(=O)c2cccc(N3C(=O)c4ccccc4C3=O)c2)c1	8%	-3%	2%	13	6	-0.4%	15	1%	21	-24%	2
Cc1ccnc(NC(=O)CCC(=O)N(CC(=O)NC(C)(C)C)C2CCCC2)c1	-7%	-9%	2%	2	-3	-0.1%	-8	0%	-2	-6%	0
CCOc1ccccc1C(=O)OCC(=O)NCCc1ccc(OC)cc1	nt	nt	-1%	2	-8	0.5%	6	nt	4	nt	nt
Cc1ccc(C(C(=O)NC(C)(C)C)N(CCCN2CCOCC2)C(=O)c2ccc(-c3ccccc3)[nH]2)o1 (stereo not given)	1%	9%	0%	3	8	0.4%	-31	1%	-2	-2%	1
Cc1cc(S(=O)(=O)N2CCCCC2CCNC(=O)C(=O)NCc2cccnc2)ccc1F (stereo not given)	nt	nt	1%	-1	0	0.1%	9	nt	5	nt	nt
O=C(CCC(=O)OCC(=O)c1ccc(Cl)cc1)NC1CCCCC1	5%	-2%	0%	-14	-10	-0.8%	4	0%	3	-1%	nt
COc1ccc(-n2c(SCC(=O)Nc3ccc(NC(C)=O)cc3)nc3ccccc3c2=O)cc1	3%	nt	1%	2	33[activator]	0.3%	8	3%	-2	44%[activator]	5
CCN(Cc1ccncc1)C(=O)c1ccc2c(c1)S(=O)(=O)c1ccccc1C2=O	4%	-9%	2%	16	-5	-0.1%	-1	-3%	1	-18%	2
CCOC(=O)c1c(/N=C/C2=C(O)CC(C)(C)CC2=O)sc(C(C)=O)c1C	-6%	-1%	1%	4	8	-0.1%	4	1%	1	0%	2
CO/N=C\CC(=O)Nc1ccc(Cl)c(Cl)c1	-9%	-3%	0%	29	-11	0.1%	18	0%	20	25µM*	-1
COc1ccccc1NC(=O)/C(=C\c1cccs1)NC(=O)c1ccco1	5%	-2%	-2%	-5	-16	-0.5%	-10	-3%	2	nt	0
COc1cccc(N2CCN(C(=O)c3cc4ccc(OC)cc4[nH]3)CC2)c1	?	nt	-9%	-11	-5	0.4%	-6	-2%	3	2%	-2
COc1cc(NC(=O)c2cc(C)nc3ccccc23)cc(OC)c1OC	1%	0%	-1%	14	4	-0.2%	-3	3%	-3	2%	12
Cc1nc2ccc(NC(=O)NCCO)cc2s1	-8%	1%	-5%	17	-5	0.2%	6	-2%	4	nt	-5
CCOc1ccccc1OCCCCN1CCCC1	11%	0%	-1%	-15	10	0.3%	17	0%	2	-23%	0
Cc1cc(NS(=O)(=O)c2ccc(NC(=O)/C=C/c3ccco3)cc2)nc(C)n1	-3%	5%	2%	14	-1	8.2%	6	-4%	-5	nt	9
O=C(CS(=O)(=O)Cc1ccccc1)N1CCN(c2ccccc2F)CC1	3%	0%	-1%	7	-2	-0.2%	-3	1%	27	1%	-1
CCC(=O)Nc1nnc(SCCOC)s1	-5%	-3%	1%	10	8	-0.7%	5	-2%	0	3%	-1
COc1cc(NC(=O)CN2C(=O)c3ccccc3Sc3ccc(C(=O)N4CCOCC4)cc32)cc(OC)c1OC	-3%	?	3%	-10	20	0.0%	1	0%	5	5%	-10
Cc1cccc(NC(=O)CCCCCN2C(=O)[C@@H]3Cc4ccccc4CN3C2=O)c1	1%	nt	2%	-4	6	0.1%	5	7%	12	nt	nt
CCC1CCC2(CC1)NC(=O)N(CC(=O)Nc1cc(C)on1)C2=O (stereo not given)	-3%	4%	-2%	2	-12	-0.3%	4	-1%	1	8%	3
CCOc1ccccc1-c1cc(-c2n[nH]c(=S)n2CC)c2ccccc2n1	-4%	-9%	2%	-31	38[activator]	-1.8%	-9	1%	14	15%	-4
Cc1cc(/C=N/NC(N)=S)c(C)n1-c1ccc(Cl)cc1	-8%	0%	-2%	7	10	?	-19	-5%	6	-9%	-7
CCC(=O)n1nc(-c2ccc(Cl)cc2)nc1N	2%	-3%	3%	19	32[activator]	0.2%	20	4%	0	-1%	1
COc1cc(/C=C/c2[nH]c(=O)[nH]c(=O)c2[N+](=O)[O-])cc([N+](=O)[O-])c1O	27%	nt	-2%	2	5	0.0%	-2	-3%	1	?	2
COc1cc(NC(=O)Cn2c([N+](=O)[O-])cnc2C)c(OC)cc1Cl	1%	1%	2%	9	-10	0.1%	12	1%	-2	0%	0
CC(C)CC1Nc2ncnc(N3CCOCC3)c2N(Cc2ccc(Br)cc2)C1=O (stereo not given)	nt	nt	0%	-1	-1	0.0%	-5	nt	?	nt	nt
Cc1cccc(C2NC(c3cccc(C)c3)C(C)C(=O)C2C)c1 (stereo not given)	5%	nt	-6%	21	-5	-0.3%	-2	nt	14	?	0
Cc1ccc(S(=O)(=O)N(C)c2ccc3ccccc3c2)cc1	0%	-10%	0%	-148*	-3	0.0%	-4	12%	4	4%	-3
COc1ccc2c(c1)c(C(=O)CN1CCN(C(=O)c3ccco3)CC1)c(C)n2C	12%	0%	1%	4	47[activator]	-1.1%	6	-3%	0	-4%	-1
CCN(CC)CCCn1c(=S)[nH]c2cc(OC)c(OC)cc2c1=O	4%	6%	0%	-3	15	-0.2%	-14	-1%	-2	-10%	-2
O=C(N/N=C/c1ccccc1O)C1CCCC1	-2%	-11%	3%	11	16	0.0%	-1	-3%	6	nt	nt
Cn1c(=O)c2c(SCC(=O)NCC3CCCO3)nc(-c3ccccc3Cl)nc2n(C)c1=O (stereo not given)	-5%	-3%	-2%	10	1	0.0%	-7	6%	4	-18%	2
Nc1cc(S(=O)(=O)Nc2ccc(Br)cc2)ccc1Cl	0%	1%	-2%	1	-3	0.0%	4	2%	0	nt	2
COc1ccc(CCNC(=O)C2CCN(S(C)(=O)=O)CC2)cc1	8%	5%	1%	4	21	0.1%	-8	1%	1	-3%	2
Cc1ccccc1NC(=O)c1cccc(S(=O)(=O)Oc2ccc([N+](=O)[O-])cc2)c1	0%	1%	-1%	-13	2	0.0%	5	-7%	-2	?	1
